TRPV1 agonist: HTS Assay for Compounds that Act as Agonists of the Vanilloid Receptor 1; Transient receptor potential cation channel subfamily V member 1 (Homo sapiens), Q8NER1; TRPV1-expressing cells, Fluo-8 calcium influx, agonist mode; activation, % at 8.33 µM; hit rate 0.19% among 320,000; AID 540275, 2011; in the data active means activation above about 80%; inconclusive means between about 30% and that limit; further: 0% is about no effect
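TRPV1-expressing cells were cultured overnight at 35.5C and loaded with Fluo-8 calcium dye for 40 to 90 min at room temperature. After a 10 s baseline, compound was added and calcium influx was read kinetically for 3 min (ex 480/em 520 nm).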
PKM2 act: qHTS Assay for Activators of Human Muscle isoform 2 Pyruvate Kinase | Pyruvate kinase PKM (Homo sapiens), P14618 | AID 1631, 2009 | purified PKM2, Kinase-Glo ATP luminescence, activation; response scale: 0% is enzyme alone, no compound | hit rate 0.34% among 260,000 | Potency, µM (series often up to 57.5 µM), without a hit: top-dose activation, hits mostly activators; further: potency means the concentration at half of the fitted maximal effect; on the % scale 0 is the no-effect control and ±100 the full control effect; nearly all actives have a fitted effect of over 55% in size
Target sequence (P14618 whole entry, looked up, canonical isoform): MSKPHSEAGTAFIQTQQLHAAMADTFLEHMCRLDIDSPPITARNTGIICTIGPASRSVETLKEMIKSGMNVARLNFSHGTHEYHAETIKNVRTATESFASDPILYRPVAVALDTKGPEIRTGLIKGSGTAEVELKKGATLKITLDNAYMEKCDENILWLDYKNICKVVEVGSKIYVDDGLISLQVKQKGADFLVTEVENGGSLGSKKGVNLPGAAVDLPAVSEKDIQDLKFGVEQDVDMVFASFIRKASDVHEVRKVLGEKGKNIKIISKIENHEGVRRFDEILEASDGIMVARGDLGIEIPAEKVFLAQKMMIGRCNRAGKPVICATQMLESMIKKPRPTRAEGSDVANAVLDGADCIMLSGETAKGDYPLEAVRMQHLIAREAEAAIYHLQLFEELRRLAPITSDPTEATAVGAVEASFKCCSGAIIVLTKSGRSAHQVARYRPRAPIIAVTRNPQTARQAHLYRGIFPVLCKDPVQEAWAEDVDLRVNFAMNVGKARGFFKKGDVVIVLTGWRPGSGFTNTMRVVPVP
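Kinase-Glo luminescence reports ATP generated from ADP (0.1 mM) and PEP (0.5 mM) by purified hPK-M2 after 1 h at room temperature, pH 7.2 imidazole buffer; intermediate enzyme activity allows detecting inhibitors and activators.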
USP2a inh: qHTS Assay for Inhibitors of Ubiquitin-specific Protease USP2a Using CHOP2 as the Reporter; Ubiquitin carboxyl-terminal hydrolase 2 (Homo sapiens), O75604; USP2 core, Ub-CHOP2 coupled fluorogenic reporter, 485/531; Potency, µM (titrated, usually from 38.3 µM), inactives show at the top dose activity change, negative = inhibition, actives largely listed as inhibitors; hit rate 0.01% among 330,000;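 further: potency means the concentration at half of the fitted maximal effect; plate controls were DMSO wells for no effect and full inhibition by NEM control for full effect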
Target sequence (O75604 whole entry, looked up): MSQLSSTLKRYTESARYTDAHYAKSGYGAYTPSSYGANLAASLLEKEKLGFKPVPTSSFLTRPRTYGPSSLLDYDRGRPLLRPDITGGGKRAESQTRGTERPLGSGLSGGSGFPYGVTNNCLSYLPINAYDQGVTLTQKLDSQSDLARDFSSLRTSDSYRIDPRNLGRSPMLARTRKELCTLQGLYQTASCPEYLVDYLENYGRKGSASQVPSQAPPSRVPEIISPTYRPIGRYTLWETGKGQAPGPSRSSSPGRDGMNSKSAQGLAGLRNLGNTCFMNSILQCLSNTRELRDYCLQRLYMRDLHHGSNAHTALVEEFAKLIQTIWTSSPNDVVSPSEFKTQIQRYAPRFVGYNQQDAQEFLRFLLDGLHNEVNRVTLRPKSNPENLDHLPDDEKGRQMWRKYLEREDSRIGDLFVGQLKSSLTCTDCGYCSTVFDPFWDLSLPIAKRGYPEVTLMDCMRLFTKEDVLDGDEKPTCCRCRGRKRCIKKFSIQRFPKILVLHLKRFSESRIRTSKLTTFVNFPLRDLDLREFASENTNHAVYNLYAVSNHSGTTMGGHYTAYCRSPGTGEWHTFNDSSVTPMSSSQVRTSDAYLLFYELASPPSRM
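USP2 core (10nM final) preincubated 30min RT with compound in 20mM Tris-HCl pH 8.0, 2mM CaCl2, 2mM beta-mercaptoethanol, 0.05% CHAPS; 25nM Ub-CHOP2 plus 25nM reporter substrate added, fluorescence (Ex485/Em531) read after 60min.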
GALK inhibitor: qHTS Assay for Inhibitors of Human Galactokinase (GALK); Potency, µM (top dose mostly 57.5 µM), without a hit: at the highest dose activity change, negative = inhibition, hits mostly inhibitors; hit rate 0.007% among 270,000; P51570; Purified GALK, Kinase-Glo residual ATP luminescence; further: potency means the concentration at half of the fitted maximal effect; on the % scale 0 is the no-effect control and ±100 the full control effect
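5 nM enzyme, 35 uM ATP, 100 uM galactose, 20 mM HEPES pH8.0, 5 mM MgCl2; 1 h RT; residual ATP by Kinase-Glo Plus luminescence, qHTS format.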
Menin MLL FP TR: qHTS Assay for Inhibitors Targeting the Menin-MLL Interaction in MLL Related Leukemias: Competition With Texas Red Labeled MLL-derived Mutant Peptide. Menin + Texas Red MLL mutant peptide, fluorescence polarization. Potency, µM (highest dose often 61.6 µM), for the others: top-dose FP activity change, negative = inhibition, actives largely listed as inhibitors. hit rate 0.23% among 270,000. AID 1768, 2009; active means well fitted inhibition curve with a large enough effect in the polarisation, with a control signal flat, not every such curve was filed as active; inconclusive means small, poorly fitted or top-dose-only effect, or effect the other way, or a change in a side signal; inactive means no such curve, though single readings can be large or run the other way; the % refers to the polarisation; further: potency means the concentration at half of the fitted maximal effect; % of control where 0% means no effect; many of its hits are not listed in these tables
KCNH2 3.1 inh: qHTS for Inhibitors of KCHN2 3.1: Mutant qHTS; Potassium voltage-gated channel subfamily H member 2, brain isoform KCNH2 3.1 (human); hit rate 0.95% among 340,000; activity change, % (tested at about 1.8 µM); U2OS KCNH2 3.1, thallium flux FluxOr; stronger effect = lower value;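 active means maximum activity change below -70%; inconclusive means maximum activity change from -70% to -50%; inactive means maximum activity change above -50%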;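 further: thallium influx rate constant from kinetic fluorescence after stimulation buffer; on the % scale 0 is the no-effect control and ±100 the full control effect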
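Measured as rate of thallium-driven FluxOr signal in transduced U2OS cells carrying the 3.1 channel, read kinetically for 2 min upon stimulation; values are rate constants scaled to DMSO control wells.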
B2AR arrestin: qHTS assay of beta-arrestin-biased ligands of beta2-adrenergic receptor | Beta-2 adrenergic receptor (Homo sapiens), P07550 | beta-arrestin recruitment to beta2AR, cell-based reporter | Potency, µM (top dose mostly 46.1 µM), inactives show top-dose activation, most hits filed as activators | hit rate 0.02% among 330,000;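 further: potency means the concentration at half of the fitted maximal effect; 0% = DMSO controls and full agonism = EC100 isoproterenol or metaproterenol; nearly all actives have a fitted effect of over 65% in size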
FBPA coupling cs: qHTS Assay for Inhibitors of Fructose-1,6-bisphosphate Aldolase from Giardia Lamblia: Coupling assay counterscreen; coupling enzyme system counterscreen, AmpLite Red fluorescence; activity change, negative = inhibition, % at 58.2 µM, hits read low; hit rate 0.67% among 290,000; AID 2472, 2010; in the data active means activity change below about -30%; further: on the % scale 0 is the no-effect control and ±100 the full control effect
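Counterscreen lacking aldolase: glyceraldehyde-3-phosphate coupling-enzyme reagent preincubated 10 min at RT with compound (at 57.5 uM final), then substrate/coupling system with AmpLite Red added; fluorescence read at 525/598 nm after 20 min RT.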
MLL CXXC-DNA inh: qHTS Fluorescence Polarization Assay for Inhibitors of MLL CXXC domain - DNA interaction; Potency, µM (top dose mostly 115 µM), without a hit: at the highest dose activity change, negative = inhibition, actives largely listed as inhibitors; AID 2662, 2010; MLL-CXXC / FITC-HOXA9 DNA fluorescence polarization; hit rate 0.037% among 290,000; active means well fitted inhibition curve with a large enough effect in the polarisation, with a control signal flat, not every such curve was filed as active; inconclusive means small, poorly fitted or top-dose-only effect, or effect the other way, or a change in a side signal; inactive means no such curve, though single readings can be large or run the other way; the % refers to the polarisation; further: potency means the concentration at half of the fitted maximal effect
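Steps: dispense CXXC domain solution (7 uM) → pin compounds or unlabeled HOX-A9 DNA control → 5 min ambient → add FLSN-HOX-A9 solution (50 nM) → spin → 30 min ambient → fluorescence polarization. Tris pH 7.5/NaCl/DTT/BSA buffer.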
hERG WT inh: qHTS for Inhibitors of KCHN2 3.1: Wildtype qHTS | Voltage-gated inwardly rectifying potassium channel KCNH2 (Homo sapiens), Q12809 | U2OS, BacMam KCNH2, thallium flux FluxOr; stronger effect = lower value | activity change, % at 1.84 µM | hit rate 0.37% among 340,000 | AID 720551, 2013;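 active means maximum activity change below -70%; inconclusive means maximum activity change between -70% and -50%; inactive means maximum activity change above -50%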; further: on the % scale 0 is the no-effect control and ±100 the full control effect
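U2OS cells transduced with wild-type KCNH2 virus are loaded with FluxOr dye for 45 min, and thallium flux is measured in kinetic reads before and after stimulation buffer. Rate constants are normalized to DMSO controls.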
Giardia kill: Small Molecules that selectively kill Giardia lamblia: qHTS; Giardia lamblia trophozoite viability; hit rate 0.15% among 340,000; activity change, % at 7.66 µM, hits read low; in the data active means activity change below about -80%; inconclusive means between about -30% and that limit;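 further: parasites exposed to compound for two days anaerobically before the ATP read; on the % scale 0 is the no-effect control and ±100 the full control effect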
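Giardia trophozoites, 100 cells per well, were exposed to compounds for 48 hrs at 37 deg C under anaerobic conditions; viability was then read as ATP content by bioluminescence after 15-30 min at room temperature.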
* = called active by the depositor; u = inconclusive; x = no result given; [ ] = dose if it differs, or a comment. Unless noted, the call rests on the fitted dose curve; in most records, active means well fitted curve in the direction sought with a large enough effect; inconclusive means small, poorly fitted or top-dose-only effect, or another doubt; inactive means no such curve, though single readings can be large; an effect the other way counts as inactive or inconclusive. This is a subset; count on the stated rates, not on these rows.

SMILES	TRPV1 agonist	PKM2 act	USP2a inh	GALK inhibitor	Menin MLL FP TR	KCNH2 3.1 inh	B2AR arrestin	FBPA coupling cs	MLL CXXC-DNA inh	hERG WT inh	Giardia kill
C/C=C1\NC(=O)[C@H](C)NC(=O)[C@@H](NC(=O)[C@@H](Cc2ccc(O)cc2)NC(=O)[C@@H](NC(=O)/C(C)=C/C)C(C)C)[C@@H](C)OC(=O)[C@H](CCCCc2ccc(O)cc2)NC(=O)[C@@H](CCC(=O)O)NC1=O	x	x	2%	x	x	-4	-0.7%	x	x	5	-1
COC(=O)Cn1c(=N)n(CCN2CCCCC2)c2ccccc21	-2	-1%	6%	-2%	-11%	8	0.3%	1	2%	4	-19
CC1CCC2(CC1)NC(=O)N(NC(=O)C1CCN(C(=O)c3ccc(Cl)cc3)CC1)C2=O (stereo not given)	0	x	0%	x	x	8	0.3%	x	x	3	20
O=C(Nc1ccn(CC(=O)N2CCN(c3ccccn3)CC2)c(=O)n1)OCc1ccccc1	-1	x	1%	x	x	-4	-0.9%	x	x	-3	3
O=S(=O)(Nc1ccc(-c2ccc3nncn3n2)cc1)c1cccs1	4	x	0%	x	x	2	0.1%	x	x	-5	-1
COCC1CCN(C(=O)c2cc(COc3cc(C)c(Cl)c(C)c3)on2)C1 (stereo not given)	26	x	0%	-2%	u	1	0.0%	-6	-4%	9	-13
Nc1nc(NCC(=O)O)nc(NCc2ccccc2)c1[N+](=O)[O-]	-3	x	-1%	x	11%	5	0.4%	2	-16%	1	-21
O=C(CCOc1ccccc1)Nc1ccc(S(=O)(=O)N2CCCC2)cc1	27	-11%	0%	1%	9%	5	0.3%	-1	-4%	2	14
Cc1ccc(C(CC(=O)O)NC(=O)c2ccc(S(=O)(=O)N3CC(C)OC(C)C3)cc2)cc1 (stereo not given)	-2	x	5%	x	x	10	0.0%	x	x	5	u
CCOc1ccc(NC(=O)/C(=C\c2ccc(OC(C)=O)c(OC)c2)NC(C)=O)cc1	0	4%	1%	0%	-17%	9	-0.5%	9	11%	0	-1
NS(=O)(=O)c1ccc(CCNS(=O)(=O)c2cccc3cccnc23)cc1	-2	x	3%	-1%	6%	-6	-0.6%	1	50%[activator]	6	5
COc1ccc(-n2c(=O)c3c4c(sc3n(Cc3cccc(F)c3)c2=O)CN(C(C)=O)CC4)c(OC)c1	1	3%	-1%	12%	-11%	x	0.1%	0	-1%	x	x
Cc1ccccc1N(CC(=O)NC1CCCC1)C(=O)c1oc(C(C)(C)C)cc1C	-4	-6%	0%	0%	-14%	-40	-0.1%	-5	-4%	5	25
CCN1CCN(C(=O)/C=C/c2ccccc2[N+](=O)[O-])CC1	-1	-4%	1%	-2%	2%	2	-0.1%	-1	7%	-2	11
COc1ccc2[nH]cc(CCNS(=O)(=O)c3ccc(NC(C)=O)cc3)c2c1	0	-5%	1%	4%	6%	-12	-0.3%	0	-4%	-6	-11
Cc1sc2nc(CN3CCOCC3)nc(NS(=O)(=O)c3ccc4c(c3)OCCO4)c2c1C	0	-4%	0%	3%	-1%	-7	0.0%	5	-3%	-5	-16
Cc1ccc(NC(=O)c2cnn(C)c2)cc1[N+](=O)[O-]	23	-1%	0%	2%	2%	2	-0.6%	-3	13%	3	-2
O=C(CCN=C1NS(=O)(=O)c2ccccc21)OCC(=O)c1ccccc1Cl	7	x	0%	x	x	-2	0.2%	x	x	2	8
Cc1cc(C)cc(NC(=O)CSc2nc(N)c(NC(=O)c3ccc(Br)o3)c(=O)[nH]2)c1	1	x	4%	-13%	x	x	0.3%	x	-4%	-3	-3
Cc1ccc(OCCCC(=O)Nc2ccccc2C(F)(F)F)cc1	4	-5%	1%	2%	-3%	1	-0.4%	0	0%	-7	-5
CC(CCc1ccco1)NC(=O)CCc1nnc2ccc(NCc3ccccc3Cl)nn12 (stereo not given)	-6	x	0%	-9%	x	11	-0.1%	x	0%	17	14
CCc1ccc(C2CC(=O)N(c3ccc(F)cc3)C3=C2C(=O)OC3)cc1 (stereo not given)	-6	-12%	-7%	-2%	-11%	13	0.0%	-2	14%	-10	0
O=C(Nc1nc2n(n1)C(c1ccc(F)cc1)CC(c1ccccc1)N2)c1ccco1 (stereo not given)	-2	-1%	-1%	0%	x	-8	3.4%	5	-6%	1	32[activator]
CCCC(=O)O[C@H]1C[C@@H](C)N(C(=O)c2ccccc2)c2ccc(C)cc21	u	0%	-4%	2%	u	-6	-0.6%	0	2%	6	0
COc1ccc(Br)cc1C(=O)Nc1ccccc1N1CCN(C(=O)c2ccccc2)CC1	1	-2%	-9%	0%	-6%	17	2.9%	0	-10%	-85*	42[activator]
CNc1snc(C)c1C(=O)OCC(=O)N(C)c1ccccc1	0	x	1%	x	x	1	1.0%	x	x	7	-5
Oc1cccc(-c2nc3c4c(ncn3n2)-c2ccccc2CC42CCCC2)c1	1	-11%	2%	-10%	8%	25	0.3%	-3	-1%	35	16
CC(C)NC(=NCc1ccc(Cl)cc1Cl)Nc1ccccc1	11	x	5%	-3%	u	-19	0.3%	0	-9%	18	u
COc1ccc(NC(=O)/C(Cl)=C(/Cl)S(=O)Cc2ccc(Cl)cc2)cn1 (stereo not given)	7	u	-1%	9%	16%	-19	0.2%	-1	10%	8	-4
COC(=O)Cn1c(O)c(N=NC(=O)CNC(=O)c2ccncc2)c2ccccc21	-2	x	-3%	-7%	x	8	0.4%	x	-7%	0	25
CN(C)CCNS(=O)(=O)c1ccc(Cl)cc1	1	4%	-7%	0%	-1%	1	0.3%	2	9%	2	-19
C/C(CC(=O)NC1CCCC1)=N\NC(=O)Cc1cccs1	-4	2%	1%	-2%	6%	-1	0.0%	-1	0%	0	-16
Cc1cc(NC(=O)c2cc(S(=O)(=O)N3CCCCC3)ccc2C)no1	x	x	-4%	x	x	3	0.1%	x	x	-8	-3
COc1ccc(C)cc1NC(=O)Cc1c(C(=O)O)n(C)c2ccccc12	-2	x	2%	3%	24%	-2	0.3%	7	-5%	-8	u
Cn1c(=O)n(Cc2ccc(F)cc2)c(=O)c2c1nc1n2CCN1Cc1ccco1	u	u	0%	-1%	-15%	1	-0.1%	6	2%	-12	-4
CC1CCc2[nH]nc(C(=O)O)c2C1 (stereo not given)	-1	-4%	4%	3%	9%	-5	0.1%	-1	1%	6	13
O=C(CS(=O)(=O)c1ccccc1)Nc1cccnc1	0	2%	1%	-3%	18%	7	-0.3%	1	0%	-18	6
Cc1ccc(Nc2nc(N)c([N+](=O)[O-])c(N3CCOCC3)n2)cc1C	-6	-19%	0%	-2%	12%	8	-2.7%	-3	u	13	-5
O=C(Nc1nc(-c2ccccc2)ns1)c1ccncc1	u	-6%	3%	4%	x	12	-1.9%	-1	-16%	-7	0
Cc1ccc2nc3ccc(N4CCCC4)nn3c(=O)c2c1	-2	-2%	-1%	-3%	-3%	3	-1.0%	-2	-1%	1	-13
COc1ccc(C(=O)N/C(=C/c2cccnc2)C(=O)N2CCN(C)CC2)cc1OC	-7	x	0%	4%	x	-4	-0.1%	x	u	-4	16
NC(=O)CSc1nc(O)cc(=O)n1-c1ccccc1	1	-4%	0%	0%	3%	4	-0.3%	4	1%	-1	9
Cn1c(=O)c2c(nc(NCCCN3CCOCC3)n2Cc2ccc(Cl)cc2Cl)n(C)c1=O	-1	-3%	0%	-4%	-12%	x	0.2%	-1	1%	x	x
N#Cc1c(NC(=O)c2cnn3cccnc23)sc2c1CCCC2	-3	-3%	3%	2%	1%	-5	0.1%	1	8%	-4	-8
Cc1cc(C)cc(OCC(=O)OCC(=O)Nc2cc(S(=O)(=O)N3CCOCC3)ccc2C)c1	1	x	1%	x	x	11	0.0%	x	x	-19	-3
N#CCCN(C(=O)COC(=O)CSc1ccc(Cl)cc1)c1ccccc1	x	x	-8%	x	x	-17	-0.1%	x	x	-6	-4
COCCCNC(=S)N/N=C/c1ccc2c(c1)OCO2	-1	4%	1%	0%	x	-5	0.4%	0	-2%	12	23

Screens deposited in PubChem by National Center for Advancing Translational Sciences (NCATS).
